# TRHR ag: agonists of human TRH receptor. P34981. TRHR cells, calcium flux fluo-8, FDSS agonist mode. activation, % at 2 µM. 360,000 compounds, 0.18% hits; in the data active = activation above about 30%; also: 0% is about no effect
#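 Fluo-8-loaded TRHR cells; 10 s baseline, compound added, kinetic Ca2+ fluorescence read 1/s, agonist mode.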
# Apoferritin bind: candidate novel general anesthetic via apoferritin binding; apoferritin/1-aminoanthracene competitive binding, fluorescence; Potency, µM (titrated, usually from 77.5 µM), for the others: at the top dose activity change, negative = displacement, usual class: inhibitors; 350,000 compounds, 0.074% hits; AID 485281; also: potency is read from the fitted curve at half-maximal effect; % is scaled to controls: 0 for no effect and ±100 for the full control effect; nearly all actives have a fitted effect of over 20% in size
# Target sequence (P02791 2-175 limits assumed): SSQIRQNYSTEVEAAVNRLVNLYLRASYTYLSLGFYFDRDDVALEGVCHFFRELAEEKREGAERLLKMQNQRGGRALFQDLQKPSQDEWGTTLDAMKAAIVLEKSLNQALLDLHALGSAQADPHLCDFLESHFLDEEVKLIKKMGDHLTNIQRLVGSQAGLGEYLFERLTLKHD
#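 Horse-spleen apoferritin (10 uM) in 50% saturated 1-aminoanthracene in PBS was incubated 10 min at room temperature with compound. Fluorescence (ex 380, em 535 nm) was normalized to free and bound 1-AMA, with concentration-response fitted by a four-parameter Hill equation.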
# BLM inh: Bloom syndrome helicase (human) inhibition | P54132 | 350,000 compounds, 0.2% hits | recombinant BLM DNA unwinding, fluorescence dequenching | Potency, µM (highest dose often 56.1 µM), without a hit: top-dose activity change, negative = inhibition, most hits filed as inhibitors;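 also: potency is read from the fitted curve at half-maximal effect; plate controls were vehicle for no effect and no enzyme for full effect; nearly all actives have a fitted effect of over 35% in size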
# POLB inh: blocks human DNA polymerase beta activity; P06746; AID 485314; Potency, µM (highest dose often 114 µM), for the others: at the highest dose activity change, negative = inhibition, actives largely listed as inhibitors; 340,000 compounds, 1.3% hits; Pol beta primer extension/strand displacement, fluorescence kinetic; also: potency is read from the fitted curve at half-maximal effect; % is scaled to controls: 0 for no effect and ±100 for the full control effect
#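 Kinetic readout of DNA synthesis with strand displacement by Pol beta. Compound and 10 nM enzyme sit 15 min at room temperature; 50 nM substrate starts the reaction, read immediately and at 10 min.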
# Pol kappa inh: DNA polymerase kappa (human) inhibition; purified Pol kappa, fluorescent DNA synthesis assay, 10 min; Potency, µM (series often up to 107 µM), without a hit: at the highest dose activity, negative = inhibition, most hits filed as inhibitors; 400,000 compounds, 0.53% hits; also: potency is read from the fitted curve at half-maximal effect; % is scaled to controls: 0 for no effect and ±100 for the full control effect
#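 10 nM Pol kappa was preincubated with compounds for 15 min at room temperature. Reaction started with 50 nM (final) substrate. Fluorescence read kinetically at 0 and 10 min.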
# Pol iota inh: DNA polymerase iota (human) inhibition; Q9UNA4; Pol iota fluorescent replication assay, 10 min; Potency, µM (highest dose often 115 µM), for inactives: at the highest dose activity, negative = inhibition, hits mostly inhibitors; 390,000 compounds, 1% hits; AID 588590; also: potency is read from the fitted curve at half-maximal effect
#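 Pol iota at 10 nM preincubated 15 min with compounds at room temperature; reaction started with fluorescent substrate, 50 nM final. Fluorescence read kinetically at 0 and 10 min; buffer-only wells as negative control.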
# ERG Ets-DNA blk: ERG Ets/DNA interaction inhibition; fluorescence polarization, His-ERG Ets domain / labelled DNA; 370,000 compounds, 0.028% hits; Potency, µM (titrated, usually from 76.9 µM), for the others: at the top dose FP activity, negative = inhibition, actives largely listed as inhibitors; active = well fitted inhibition curve with a large enough effect in the polarisation, with a control signal flat; inconclusive = small, poorly fitted or top-dose-only effect, or effect the other way, or a change in a side signal; inactive = no such curve, though single readings can be large or run the other way; the % refers to the polarisation;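 also: polarization taken with two DNA probes labelled with fluorescein and Texas red; potency is read from the fitted curve at half-maximal effect; % of control where 0% means no effect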
#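 His-tagged ERG Ets domain (1 uM in the protein solution; 300mM KCl, 50mM Tris-HCl, 1mM EDTA, 1mM DTT, pH 7.5) received compound, then a probe mix of 5 nM fluorescein-DNA and 100nM Texas-615-DNA. Fluorescence polarization was read for both dyes.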
# APEX1 inh: APE1 (human) endonuclease inhibition | 350,000 compounds, 0.35% hits | Potency, µM (series often up to 65.8 µM), inactives show at the highest dose activity change, negative = inhibition, hits mostly inhibitors | P27695 | recombinant APE1, TAMRA/BHQ-2 abasic DNA cleavage fluorescence | AID 2517;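 also: potency is read from the fitted curve at half-maximal effect; plate controls were vehicle for no effect and reference inhibitor for full effect; nearly all actives have a fitted effect of over 55% in size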
#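 Quantitative HTS: incision of a TAMRA/BHQ-2 double-stranded substrate bearing a tetrahydrofuran abasic site by 0.75 nM APE1 raises fluorescence. Substrate 50 nM final, added after 15 min compound preincubation at room temperature; progress as third-minus-first kinetic read difference.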
# ALOX12 inh: inhibitors of human 12S-lipoxygenase ALOX12 | Potency, µM (titrated, usually from 108 µM), for inactives: at the highest dose activity change, negative = inhibition, most hits filed as inhibitors | P18054 | purified 12hLO, xylenol orange hydroperoxide absorbance | 580,000 compounds, 1.1% hits; also: potency is read from the fitted curve at half-maximal effect; % is scaled to controls: 0 for no effect and ±100 for the full control effect
# Target sequence (P18054 whole entry, looked up): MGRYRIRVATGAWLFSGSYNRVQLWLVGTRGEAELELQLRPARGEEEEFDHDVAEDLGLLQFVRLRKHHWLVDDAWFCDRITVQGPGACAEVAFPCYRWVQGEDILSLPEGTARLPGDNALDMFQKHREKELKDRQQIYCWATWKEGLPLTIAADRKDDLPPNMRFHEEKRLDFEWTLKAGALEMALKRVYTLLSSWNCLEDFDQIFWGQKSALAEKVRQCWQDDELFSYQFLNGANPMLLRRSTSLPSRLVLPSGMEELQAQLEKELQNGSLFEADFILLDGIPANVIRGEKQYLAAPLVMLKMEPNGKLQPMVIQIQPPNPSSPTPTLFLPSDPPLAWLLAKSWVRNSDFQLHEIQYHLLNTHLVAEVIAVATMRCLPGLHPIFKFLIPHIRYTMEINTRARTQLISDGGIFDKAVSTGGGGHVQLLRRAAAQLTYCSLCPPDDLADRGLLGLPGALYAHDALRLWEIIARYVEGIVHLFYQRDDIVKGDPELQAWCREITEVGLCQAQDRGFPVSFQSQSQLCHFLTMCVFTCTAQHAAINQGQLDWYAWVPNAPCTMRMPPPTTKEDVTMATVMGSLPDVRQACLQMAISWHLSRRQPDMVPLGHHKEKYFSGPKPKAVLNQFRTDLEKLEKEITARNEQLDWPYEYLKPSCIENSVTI
#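 Hydroperoxide product was detected by ferrous iron/xylenol orange as the 573 to 405 nm absorbance ratio. Arachidonic acid at 40 uM (final) was turned over for 30 min at room temperature by 150 nM human 12hLO, pH 7.0 Hepes buffer, after 15 min compound preincubation.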
# Active calls of the source: *; u = inconclusive; x = not tested or not shown; & = joins results of further samples; [ ] = another dose, or the depositor's remark. Unless noted, calls follow the shape of the dose curve; as a rule, active = well fitted curve in the direction sought with a large enough effect; inconclusive = small, poorly fitted or top-dose-only effect, or another doubt; inactive = no such curve, though single readings can be large; an effect the other way counts as inactive or inconclusive. The list is partial; count on the stated rates, not on these rows.
# Values in the order: TRHR ag | Apoferritin bind | BLM inh | POLB inh | Pol kappa inh | Pol iota inh | ERG Ets-DNA blk | APEX1 inh | ALOX12 inh
> COc1ccc(C(=O)Nc2ccc3oc(-c4cccnc4)nc3c2)cc1
 : 0.0 | -3% | -6% | -13% | -6% | 75%[activator] | -4% | x | -15%&-25%
> CNc1oc(C)nc1S(=O)(=O)c1ccc(C)cc1
 : 0.5 | 164%[activator] | -1% | 31% | -6% | -9% | -10% | 15% | u
> O=C1c2ccccc2C(Nc2ccc(S(=O)(=O)N3CCCCCC3)cc2)N1Cc1ccco1 (stereo not drawn)
 : 0.4 | 2% | -11% | -4% | 3% | 18% | -9% | -8% | 13%
> Cc1cc(NC(=O)c2ccccc2Oc2ccccc2)no1
 : -0.9 | -5% | -2% | -1% | -1% | 9% | x | 18% | -3%
> CC(C)CCNc1ncnc2c1cnn2Cc1ccccc1Cl
 : -1.0 | -16% | -6% | -2% | 13% | -7% | -4% | -11% | 4%
> CCN(CC(=O)Nc1cccc(S(=O)(=O)N2CCCCC2)c1)Cc1ccccc1
 : -0.2 | x | x | x | 0% | 7% | 4% | 9% | -9%
> CC(C)(C)CN1CCNC(=O)C1CC(=O)NCCN1CCCc2ccccc21 (stereo not drawn)
 : 0.6 | -16% | -6% | -11% | -1% | 23% | 0% | 2% | 0%
> COc1cc(NC(=O)Cn2c(=O)n(Cc3ccccc3)c(=O)c3oc4ccccc4c32)cc(OC)c1
 : 0.7 | -18% | -3% | 0% | -21% | -17% | 3% | x | -26%
> COc1cccc(O)c1CN1CCC(C(=O)Nc2ccc(Oc3cccnc3)cc2)CC1
 : 2.2 | u | -4% | 24% | -4% | 8% | -10% | 56%[activator] | 13%
> CCCn1c(=O)n(C)c(=O)c2c(SCC(=O)NCC(c3ccccc3)N(C)C)nc(CC(C)C)nc21 (stereo not drawn)
 : -0.4 | -20% | 1% | -3% | -14% | 9% | -12% | 6% | 0%
> CN(C)/C=C/c1oc2ccc(O)cc2c1[N+](=O)[O-]
 : 1.7 | u | -10% | u | -16% | u | 9% | -10% | -11%
> O=C(COC(=O)Cc1ccccc1F)Nc1cc(S(=O)(=O)N2CCOCC2)ccc1N1CCCC1
 : -0.8 | -13% | -4% | 11% | -19% | -4% | 5% | 8% | -14%
> CCOC(=O)c1c(C)nn(-c2ccc(NC(=O)c3c(C)noc3C)cc2)c1C
 : 0.3 | -5% | -4% | 18% | -1% | 28% | 14% | 11% | x
> Cc1noc(/C=C/c2cccs2)c1S(=O)(=O)N1CCC(C(=O)NCCCN2CCC(C)CC2)CC1
 : 0.4 | -16% | -9% | -12% | -4% | 8% | 1% | u | -14%
> Nc1c(S(=O)(=O)c2ccccc2)c2nc3ccccc3nc2n1CCN1CCOCC1
 : 0.8 | 0% | -3% | -27% | -1% | 24% | 3% | 6% | -14%
> CC(=O)N=C1SC2CS(=O)(=O)CC2N1Cc1ccc(C)cc1 (stereo not drawn)
 : 0.0 | 5% | -5% | -7% | -13% | 38%[activator] | -4% | 3% | 24%
> O=C(NNC(=S)Nc1ccccc1)c1ccncc1
 : 0.4 | -6% | -2% | 25% | -10% | 15% | 3% | -3% | -2%
> COc1cccc(C(=O)CC(C(=O)O)c2ccc(F)cc2)c1 (stereo not drawn)
 : 1.0 | -2% | 2% | 1% | 1% | -1% | 15% | 26% | -2%
> COc1cc2cc(C)c3nnc(SCC(=O)Nc4cc(C)on4)n3c2cc1OC
 : -0.3 | -4% | -1% | -25% | -3% | 23% | -1% | 0% | 1%
> CCOC(=O)NC(=O)c1cn(N(C)c2ncc(C(F)(F)F)cc2Cl)c(=O)[nH]c1=O
 : 0.4 | -1% | -1% | 0% | 3% | 34%[activator] | 8% | -2% | -37%

# (further entries)
# Values in the order: TRHR ag | Apoferritin bind | BLM inh | POLB inh | Pol kappa inh | Pol iota inh | ERG Ets-DNA blk | APEX1 inh | ALOX12 inh
> CCN(CC)S(=O)(=O)c1ccc(OC)c(NC(=O)c2cc(=O)[nH]c3ccccc23)c1
 : 0.1 | -15% | -3% | 1% | -21% | 86%[activator] | 2% | -4% | -19%
> CCOC(=O)NC(=O)/C(C=Nc1ccc(Cl)cc1)=C(\C)O
 : -0.5 | -4% | 4% | 2% | -5% | 48%[activator] | -10% | 2% | -7%
> COc1ccc2oc(C(=O)c3ccccc3)c(N)c2c1
 : 0.6 | -13% | -5% | 10% | -28% | 10% | -3% | 0% | 0%
> COc1cc(C(=O)OCc2nc3ccsc3c(=O)[nH]2)c([N+](=O)[O-])cc1OC
 : -0.6 | x | x | x | -4% | 17% | 5% | -1% | -24%
> Cc1noc(C)c1C(=O)N1CCN(S(=O)(=O)c2cccs2)CC1
 : x | x | x | x | 0% | -4% | 8% | x | -12%
> CC(=O)c1c(C)[nH]c(C(=O)OCC(=O)N2c3ccccc3NC(=O)C2(C)C)c1C
 : -0.5 | -10% | 3% | 7% | -11% | 88%[activator] | -2% | 26% | 2%
> Cc1cc([N+](=O)[O-])nn1CCCC(=O)Nc1ccc2c(c1)OCO2
 : -0.8 | -5% | -7% | 28% | -9% | 17% | 2% | -1% | 8%
> Cc1nc(NCc2ccco2)nc2c1C(=O)CC(C)C2 (stereo not drawn)
 : -0.7 | -2% | 0% | 1% | -15% | 4% | 3% | -2% | u
> O=C(O)/C=C/C(=O)NCc1ccccn1
 : -0.6 | 2% | -7% | 34% | -6% | 56%[activator] | -8% | 17% | 0%
> COc1ccc(Cn2c(CCC(=O)Nc3ccc(C)cc3C)nc3cccnc32)cc1
 : -0.3 | -9% | -5% | 52% | 0% | 9% | -9% | x | 9%
> Nc1nc2ccccc2n1Cc1ccc(Cl)c(Cl)c1
 : 0.6 | u | -5% | -2% | -13% | 19% | 1% | -3% | -5%
> CCOc1ccc(S(=O)(=O)Nc2ccccc2C(=O)N/N=C/c2c(OC)ccc3ccccc23)cc1
 : 1.3 | 9% | 0% | -6% | -1% | -4% | -6% | 5% | -18%
> CCOc1ccc(NC(=O)CN(c2cccc(C(F)(F)F)c2)S(C)(=O)=O)cc1
 : -0.2 | -15% | -8% | -1% | -13% | 2% | -2% | -2% | -11%
> CCCC(C(=O)NNC(=O)c1ccncc1)c1ccccc1 (stereo not drawn)
 : x | x | x | x | -13% | 12% | 5% | -8% | 9%
> CC(=O)c1ccc(OCc2cc(C(=O)N3CCN(C4CCCC4)C(=O)C3)no2)cc1
 : x | x | x | x | -2% | 22% | 10% | x | -18%
> O=C(Nc1ncn[nH]1)c1ccc(Cl)c(S(=O)(=O)N2CCCCCC2)c1
 : -0.4 | 1% | 0% | 2% | 0% | 13% | 2% | 2% | 9%&0%
> O=C(Nc1ccccc1)C1=C[C@H](C2CC2)C[C@H](OCCCCO)O1
 : -0.4 | -1% | 0% | 9% | -10% | 22% | -10% | 13% | -3%
> C#CCOCCOCCOCCNc1nc(N2CCN(C(=O)[C@H](CCC(=O)O)n3cc(C(N)Cc4ccc(O)cc4)nn3)CC2)nc(N2CCN(C(=O)[C@H](Cc3ccc(O)cc3)n3cc(C(N)[C@H](C)CC)nn3)CC2)n1 (stereo partly drawn)
 : -0.2 | -7% | -2% | -26% | x | x | x | -14% | x
> N#CC1=C(SCC(=O)Nc2cccc3cccnc23)NC(=O)C(C#N)C12CCCCC2 (stereo not drawn)
 : -0.7 | -22% | 1% | u | -6% | -11% | -2% | -5% | 10%
> Cc1c(CCC(=O)NCC(=O)NCC(=O)O)c(=O)oc2cc3oc4c(c3cc12)CCCC4
 : 0.9 | -4% | -5% | 59% | 3% | 14% | -11% | -14% | 0%
